From PubChem
BCLXL inh: Bcl-xL (human) inhibition. inhibition, % at 10.9 µM. AID 2129. 320,000 compounds, 0.7% hits. Q07817. GST-Bcl-xL / FITC-Bim BH3 peptide fluorescence polarization;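 active means inhibition above the mean of all tested compounds plus 3 SD, cutoff set per campaign, cut at about 30% in these data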;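 further: 0% = DMSO wells and 100% = unlabeled Bim-BH3 peptide competitor; inhibitors lower millipolarization by displacing the labeled peptide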
MCL1 BIM primary: MCL1-BIM-BH3 interaction inhibition (human); AID 2057; 320,000 compounds, 0.68% hits; inhibition, % at 10.9 µM; GST-MCL1 / FITC-Bim-BH3 fluorescence polarization;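 active means inhibition above the mean inhibition of all tested compounds plus 3 SD, set per campaign, cut at about 40% in these data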;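 further: 0% = DMSO wells and 100% = unlabeled Bim-BH3 peptide control; higher means more loss of mP so more displacement of Bim peptide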
Target sequence (Q07820 whole entry, looked up): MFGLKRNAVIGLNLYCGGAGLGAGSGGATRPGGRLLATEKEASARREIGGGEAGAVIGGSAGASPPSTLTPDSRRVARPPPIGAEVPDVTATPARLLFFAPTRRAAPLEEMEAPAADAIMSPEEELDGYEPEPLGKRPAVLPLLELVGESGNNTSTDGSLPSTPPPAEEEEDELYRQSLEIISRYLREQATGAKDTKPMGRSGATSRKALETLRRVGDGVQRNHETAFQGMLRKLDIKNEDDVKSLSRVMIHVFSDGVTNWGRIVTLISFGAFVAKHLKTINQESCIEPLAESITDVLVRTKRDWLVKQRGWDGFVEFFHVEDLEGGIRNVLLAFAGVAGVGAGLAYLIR
Fam108B counter: blocks mouse Fam108B hydrolase in RBBP9 counter-screen | recombinant Fam108B, FP-Rh probe fluorescence polarization | inhibition, % at 9.51 µM | 300,000 compounds, 0.33% hits;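 active means inhibition above the screen mean inhibition plus 3 SD, computed separately per campaign, cut at about 18% in these data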;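 further: inhibitors lower polarization as less probe binds the enzyme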
MEX-5 binding: C. elegans MEX-5 TCR-2 RNA binding activity | 300,000 compounds, 0.38% hits | MEX-5/FITC-TCR2 RNA binding, fluorescence polarization; stronger effect = lower value | activity score (negative = inhibition of binding), % at 10 µM | AID 1832;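 active means inhibition past about -25% in most replicates, and total fluorescence under double the plate's negative control median, limit read from the data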;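 further: 0% = DMSO and -100% = 5 µM competing unlabeled TCR2 RNA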
Target sequence (Q9XUB2 whole entry, looked up): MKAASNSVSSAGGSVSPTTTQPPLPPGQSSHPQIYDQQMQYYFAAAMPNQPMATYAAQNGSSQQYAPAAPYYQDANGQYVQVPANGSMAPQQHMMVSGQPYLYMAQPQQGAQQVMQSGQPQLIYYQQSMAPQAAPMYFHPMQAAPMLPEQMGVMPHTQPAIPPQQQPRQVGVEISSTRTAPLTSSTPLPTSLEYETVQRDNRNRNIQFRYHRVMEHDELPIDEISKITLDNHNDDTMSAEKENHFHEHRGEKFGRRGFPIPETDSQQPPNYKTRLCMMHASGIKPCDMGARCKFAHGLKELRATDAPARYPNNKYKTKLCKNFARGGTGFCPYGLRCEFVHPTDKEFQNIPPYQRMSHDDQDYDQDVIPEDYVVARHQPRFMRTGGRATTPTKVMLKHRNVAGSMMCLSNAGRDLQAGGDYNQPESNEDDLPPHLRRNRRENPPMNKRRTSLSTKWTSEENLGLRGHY
PME-1 primary: PME-1 (human) inhibition; Q9Y570; recombinant PME-1, FP-Rh probe fluorescence polarization; inhibition, % at 5.9 µM; 320,000 compounds, 0.53% hits;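 active means inhibition above the campaign mean of all compounds plus 3 SD, cut at about 26% in these data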;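 further: competitive labeling of PME-1 active site by serine hydrolase directed probe; 0% = PME-1 with DMSO and 100% = wells lacking PME-1 enzyme; inhibitors block probe labeling so polarization falls and inhibition rises; many of its hits are not listed in these tables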
PAFAH1B2 inh: inhibitors of human PAFAH1B2; P68402; recombinant PAFAH1B2, FP-rhodamine activity probe, fluorescence polarization; 340,000 compounds, 1.2% hits; AID 492953; inhibition, % at 3.39 µM;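 active means inhibition above the mean of all tested compounds plus 3 SD, cut at about 24% in these data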;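 further: 0% = enzyme with DMSO and 100% = wells lacking PAFAH1B2; many of its hits are not listed in these tables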
Target sequence (P68402 whole entry, looked up): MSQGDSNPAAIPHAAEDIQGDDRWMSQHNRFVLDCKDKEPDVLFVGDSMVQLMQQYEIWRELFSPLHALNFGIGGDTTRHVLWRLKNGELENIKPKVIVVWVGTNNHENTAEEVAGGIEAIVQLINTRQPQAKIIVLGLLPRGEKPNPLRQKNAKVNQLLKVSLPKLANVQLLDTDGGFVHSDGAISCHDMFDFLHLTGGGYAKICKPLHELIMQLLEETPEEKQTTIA
AHR act: activators of human aryl hydrocarbon receptor | P35869 | AHR-responsive luciferase reporter cells, luminescence | activation, % at 5 µM | 320,000 compounds, 2.5% hits; in the data active means activation above about 47%;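 further: 0% = vehicle wells and 100% = reference agonist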
GLD-1 RNA inh: GLD-1-TGE RNA interaction inhibition (C. elegans); Q17339; purified GLD-1 + fluorescein TGE RNA, fluorescence polarization; inhibition, % at 5.96 µM; 320,000 compounds, 0.44% hits; AID 2280;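 active means percent inhibition above a per-plate cutoff, the plate mean of test compounds plus 3 SD, cut at about 30% in these data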;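 further: 0% = DMSO wells with GLD-1 and probe and 100% = wells lacking GLD-1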
pPAFAH inh: pPAFAH (human) enzyme inhibition. AID 463082. recombinant pPAFAH, FP-rhodamine probe fluorescence polarization. Q13093. inhibition, % at 3.39 µM. 330,000 compounds, 1.5% hits;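 active means inhibition above the mean inhibition across the screen plus 3 SD, cut at about 25% in these data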;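 further: inhibitors block binding of the rhodamine activity-based probe so polarization drops; 0% = enzyme with DMSO and 100% = wells lacking pPAFAH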
Active calls of the source: *; / = not tested or not shown. These rows are one share of the data; rates above refer to the full screens.

cpd	canonical_smiles	BCLXL inh	MCL1 BIM primary	Fam108B counter	MEX-5 binding	PME-1 primary
1	O=C(CC1SCCNC1=O)Nc1ccc(Cl)c(Cl)c1 (stereo unspecified)	8	2	1	-0.4	-6
2	COc1ccc(CCNC(=O)c2cn3ccc(C)cc3n2)cc1OC	23	1	1	-2.1	-6
3	COc1ccc(NC(=O)CCSCCC(=O)Nc2ccc(OC)cc2OC)c(OC)c1	-5	0	-1	0.1	4
4	CCOC(=O)c1ccc(NC(=O)C2CCCN(S(=O)(=O)c3ccc(F)cc3)C2)cc1 (stereo unspecified)	-3	6	-3	1.7	-1
5	C=CCNc1nc(N)c(C(=O)c2ccc3c(c2)OCO3)s1	-2	0	7	/	8
6	COC(=O)c1ccc(Nc2nc3ccc(C)cc3n3cnnc23)cc1	-7	-7	-3	3.9	0
7	CCCn1c(N)c(N(CCOC)C(=O)c2ccc([N+](=O)[O-])cc2Cl)c(=O)[nH]c1=O	0	3	1	-0.8	4
8	CCC(C)(C)NC(=O)C(c1ccc(C)o1)N(Cc1cccs1)C(=O)Cn1nnc2ccccc21 (stereo unspecified)	7	6	0	-4.2	-4

cpd	PAFAH1B2 inh	AHR act	GLD-1 RNA inh	pPAFAH inh
1	3	11	5	0
2	4	17	3	0
3	3	4	7	-1
4	4	-3	3	-1
5	0	33	6	5
6	3	7	-4	0
7	6	0	0	-1
8	5	1	3	-4

Other compounds follow:
cpd	canonical_smiles	BCLXL inh	MCL1 BIM primary	Fam108B counter	MEX-5 binding	PME-1 primary
9	C=Cc1ccc(CSc2cc(C)nc3nc(C)nn23)cc1	1	-2	-4	1.9	-1
10	S=C(NCc1cccnc1)Nc1ccc(Cl)c(Cl)c1	7	13	2	1.2	0
11	CCOC(=O)c1oc2ccccc2c1COC(=O)CNC(=O)c1ccccc1OC	5	7	-2	-0.5	-5
12	Cc1ccccc1Nc1nc(N)nc(CSc2nc3ccccc3c(=O)n2C)n1	1	5	-2	-0.1	-1
13	Cc1ccc(OCC(=O)NC2CCS(=O)(=O)C2)c([N+](=O)[O-])n1 (stereo unspecified)	3	2	2	0.5	-2
14	CN1C(=O)/C(=C\c2ccccc2OCc2ccccc2)SC1=S	-5	3	-1	0.3	-2
15	Cc1ccc(NS(=O)(=O)c2cc([N+](=O)[O-])ccc2N/N=C/c2sc(N3CCOCC3)nc2-c2ccccc2)c(C)c1	-26	-58	0	-1.3	10
16	COc1ccc(C(C)=O)cc1COC(=O)CCNS(=O)(=O)c1ccc(C)c(C)c1	-1	0	-2	2.2	4

cpd	PAFAH1B2 inh	AHR act	GLD-1 RNA inh	pPAFAH inh
9	2	0	-17	10
10	-6	4	5	0
11	4	4	-3	-6
12	-2	10	-5	1
13	3	0	3	-1
14	8	81*	0	2
15	2	2	-35	-3
16	-1	2	0	12

More entries
cpd	canonical_smiles	BCLXL inh	MCL1 BIM primary	Fam108B counter	MEX-5 binding	PME-1 primary
17	CN(C)c1ccc(/C=C/C(=O)c2cccnc2)cc1	-39	-68	-5	25	-1
18	O=C(CSc1ncccc1C(=O)O)c1ccc2ccccc2c1	9	15	0	-3.8	-3
19	NNC(=O)CNC(c1ccccc1)c1cc(Br)ccc1N (stereo unspecified)	7	3	0	0.4	4
20	Cc1cccc2cc(C#N)c(NCCCn3ccnc3)nc12	2	2	-1	4.8	2
21	CCc1ccccc1NC(=O)Nc1cccc(F)c1	11	9	-2	0.1	4
22	COc1ccc(S(=O)(=O)O/N=C2\CCCc3ccccc32)cc1	4	2	4	-2.1	-8
23	COc1cc(CNC2CCCCCCC2)ccc1OCC(N)=O	3	1	4	1.1	-4
24	COCCn1c(=NC(=O)CCS(=O)(=O)c2ccccc2)sc2cc(F)ccc21	1	0	3	-2.7	6

cpd	PAFAH1B2 inh	AHR act	GLD-1 RNA inh	pPAFAH inh
17	7	15	-63	-3
18	5	4	-8	4
19	-1	2	4	2
20	4	92*	0	11
21	7	7	5	-3
22	3	20	4	-6
23	-3	5	8	0
24	-6	5	10	6

Fetched by structure from above:
cpd	canonical_smiles	BCLXL inh	MCL1 BIM primary	Fam108B counter	MEX-5 binding	PME-1 primary
17	CN(C)c1ccc(/C=C/C(=O)c2cccnc2)cc1	-39	-68	-5	25	-1
20	Cc1cccc2cc(C#N)c(NCCCn3ccnc3)nc12	2	2	-1	4.8	2
19	NNC(=O)CNC(c1ccccc1)c1cc(Br)ccc1N (stereo unspecified)	7	3	0	0.4	4

cpd	PAFAH1B2 inh	AHR act	GLD-1 RNA inh	pPAFAH inh
17	7	15	-63	-3
20	4	92*	0	11
19	-1	2	4	2

(list continues)
cpd	canonical_smiles	BCLXL inh	MCL1 BIM primary	Fam108B counter	MEX-5 binding	PME-1 primary
25	O=C(CC(O)CCc1ccccc1)c1ccc(O)cc1 (stereo unspecified)	/	/	/	/	/
26	COC(=O)Nc1nn(-c2ccc(Cl)cc2)c(=O)c(C#N)c1C	-1	1	-3	1.3	4
27	O=[N+]([O-])c1cccc(S(=O)(=O)Nc2ccc(-c3ccc(N4CCOCC4)nn3)cc2)c1	1	0	1	-5.9	2
28	O=C(Cc1cccc2ccccc12)Nc1ccccc1Br	-1	0	-3	-1.0	4
29	Cc1ccc(S(=O)(=O)NC(=NC(C)C)c2ccccc2)cc1	1	-2	-4	-1.2	-8
30	CCOC(=O)Cn1cnc2c(sc3nc(C)cc(C)c32)c1=O	-1	4	-1	1.2	-3
31	CCc1sc(NC(=O)CN2CCC(C(N)=O)CC2)nc1-c1ccccc1	-1	4	-4	0.7	1
32	Nc1nc(SCC(=O)NC2CCCCC2)n[nH]1	3	4	-1	0.2	5

cpd	PAFAH1B2 inh	AHR act	GLD-1 RNA inh	pPAFAH inh
25	6	5	7	-2
26	0	96*	1	6
27	0	-1	-2	6
28	4	5	5	3
29	3	0	5	-2
30	8	4	4	-7
31	4	7	6	6
32	1	-4	-5	-1

Continued.
cpd	canonical_smiles	BCLXL inh	MCL1 BIM primary	Fam108B counter	MEX-5 binding	PME-1 primary
33	Cc1ccc(/C=C2/SC(=S)N(CCCC(=O)Nc3cc([N+](=O)[O-])ccc3O)C2=O)cc1	7	-1	-7	3.5	3
34	CC1C/C(=N/N2C(=O)CSC2=S)CC(C)(C)C1 (stereo unspecified)	14	19	-6	-0.7	3
35	CCCc1cc(C(=O)Nc2ccc(C(=O)c3ccccc3)cc2)n(C)n1	1	-1	-4	-1.3	-10
36	O=C(c1ccc(NS(=O)(=O)c2cccc3cccnc23)cc1)N1CCCCC1	7	3	-3	0.1	5
37	O=C1CSC(c2cccnc2)N1c1ccc(F)cc1 (stereo unspecified)	1	6	-2	2.7	4
38	O=C(NCc1ccncc1)c1cncc(Br)c1	0	7	-3	0.9	-8
39	CCOC(=O)c1ccc(NC(=O)CC2OCCN(CC)C2=O)cc1 (stereo unspecified)	-4	-14	-2	2.1	1
40	CC1=C(C(=O)Nc2ccccn2)C(c2ccc(Cl)cc2Cl)NC(=S)N1 (stereo unspecified)	-6	-6	-3	-0.2	3

cpd	PAFAH1B2 inh	AHR act	GLD-1 RNA inh	pPAFAH inh
33	4	-4	8	8
34	19	2	4	-4
35	-4	0	0	1
36	2	1	-1	4
37	0	-2	2	1
38	-6	12	-1	-6
39	2	0	1	2
40	-2	-4	-3	4

New compounds follow:
cpd	canonical_smiles	BCLXL inh	MCL1 BIM primary	Fam108B counter	MEX-5 binding	PME-1 primary
41	CSc1nc(SCC(N)=O)c2c3c(sc2n1)CN(C)CC3	19	20	-3	-1.9	1
42	CC(=O)c1ccc(OCc2cc(C(=O)NC3CCCCC3)no2)cc1	7	2	-3	-1.8	-1
43	O=C(c1ccc(Cl)cc1)c1ccc(CN2C(=O)c3ccccc3C2=O)o1	3	1	0	1.4	6
44	Cc1ccccc1C(=O)c1cccn1CC(=O)NCCCc1ccccc1	5	3	-5	-1.7	3
45	COc1ccc(C)cc1NC(=O)c1nnn(Cc2cccc(C(F)(F)F)c2)c1N	6	9	1	-1.1	0
46	Cc1ccc(OCCCn2ccnc2)c(Br)c1	0	-2	0	1.6	-5
47	CCN1CCN(C(=O)/C=C/c2ccc([N+](=O)[O-])cc2)CC1	5	3	-2	1.5	-1
48	COc1ccc(NC(=O)CN(c2ccccc2F)S(=O)(=O)c2ccc(C)cc2)cc1	0	4	-5	-1.5	2

cpd	PAFAH1B2 inh	AHR act	GLD-1 RNA inh	pPAFAH inh
41	2	1	-4	4
42	1	9	5	-2
43	1	1	13	1
44	13	4	3	0
45	0	16	-4	5
46	3	21	4	7
47	3	6	-3	1
48	1	3	1	-3

Other records follow.
cpd	canonical_smiles	BCLXL inh	MCL1 BIM primary	Fam108B counter	MEX-5 binding	PME-1 primary
49	O=C(O)COCC(=O)N1CCN(C(c2ccccc2)c2ccccc2)CC1	2	6	1	-1.4	2
50	CCOC(=O)c1cc(-c2ccc(C)cc2)nc2nc(SC)[nH]c(=O)c12	5	-28	5	-3.9	9
51	O=C1c2ccccc2C(O)(c2ccccc2)N1CCc1ccccc1 (stereo unspecified)	3	3	2	1.2	6
52	N/C(=N\c1nc2c(c(=O)[nH]1)CCC2)Nc1cccc(Cl)c1	5	10	-5	-2.2	-3
53	CCOC(=O)C1(Cc2cccc(OC)c2)CCN(C(C)CC(C)(C)O)CC1 (stereo unspecified)	3	-2	1	-7.0	-5
54	CCOCCCNc1ncnc2c1[nH]c1ccccc12	-1	-2	0	-2.5	3
55	CC(C)N1CSC(=S)N(Cc2ccccc2)C1	10	7	-3	0.0	-9
56	Cc1ccc(NS(=O)(=O)c2ccc3c(c2)NC(=O)C(C)C(=O)N3)c(Br)c1 (stereo unspecified)	6	4	0	-0.6	8

cpd	PAFAH1B2 inh	AHR act	GLD-1 RNA inh	pPAFAH inh
49	10	-1	4	-4
50	-1	-4	-6	0
51	10	2	-5	4
52	3	14	0	6
53	4	7	8	6
54	1	50*	4	3
55	3	-1	0	0
56	8	1	1	3

More entries:
cpd	canonical_smiles	BCLXL inh	MCL1 BIM primary	Fam108B counter	MEX-5 binding	PME-1 primary
57	COc1ccc(C)cc1N(C(=O)COc1cccc(F)c1)c1nc2ccccc2s1	0	1	-5	-2.0	-6
58	OCc1ccc(-c2nn(Cc3ccccc3)c3ccccc23)o1	2	-6	1	-0.9	-1
59	COc1ccc(-c2csc(NC(=O)c3cccs3)c2C(=O)O)cc1OC	3	-6	1	-1.2	-1
60	CN(Cc1ccccc1)c1nc(N)c([N+](=O)[O-])c(NCc2ccccc2)n1	3	6	-5	-1.2	-10
61	CN(C(=O)CSc1nnc(-c2ccccc2F)o1)c1ccccc1	-2	-6	6	2.8	5
62	CCC1CCC(c2nnc(-c3ccc([N+](=O)[O-])cc3)o2)CC1 (stereo unspecified)	6	7	4	0.5	-2
63	CCC(=O)NCCNc1nc2cc(C)c(C)cc2cc1C#N	4	8	3	-2.2	-5

cpd	PAFAH1B2 inh	AHR act	GLD-1 RNA inh	pPAFAH inh
57	3	46	-2	1
58	5	-10	4	15
59	3	14	6	9
60	0	2	4	9
61	2	-3	-2	-1
62	10	1	-3	5
63	5	13	5	-2

Single records, from the list above.
O=C(NCc1ccncc1)c1cncc(Br)c1 as listed: BCLXL inh: 0; MCL1 BIM primary: 7; Fam108B counter: -3; MEX-5 binding: 0.9; PME-1 primary: -8; PAFAH1B2 inh: -6; AHR act: 12; GLD-1 RNA inh: -1; pPAFAH inh: -6
O=C(Cc1cccc2ccccc12)Nc1ccccc1Br as listed: BCLXL inh: -1; MCL1 BIM primary: 0; Fam108B counter: -3; MEX-5 binding: -1.0; PME-1 primary: 4; PAFAH1B2 inh: 4; AHR act: 5; GLD-1 RNA inh: 5; pPAFAH inh: 3
